NALP1 inh: NALP1 inflammasome inhibitors in reconstituted yeast, colorimetric, S. cerevisiae, triplicate retest. S. cerevisiae NALP1/ASC/caspase-1 growth, X-gal OD620, 72 h. inhibition, % at 10 µM. actives 0.61% (n = 280,000); in the data active means inhibition mostly above about 24%, no sharp cut-off; inactive means mostly below about 32%; further: some compounds called inactive have numbers as strong as hits
MEKK3 PB1 HTS: modulators of MEKK3-MEK5 PB1 binding, primary screen, biochemical, wildtype MEKK3, multiplex bead flow cytometry, Alexa488-MEK5; bead-based flow cytometry, Alexa488-MEK5 binding to MEKK3; actives lie on both sides; 0 = blocked by unlabeled MEK5, 100 = vehicle; binding response (% of control), % at 10 µM; actives 1.4% (n = 290,000);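 active means binding response more than 3 SD above or below the average of its plate-row segment, actives on both sides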;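 further: Alexa488 bead fluorescence after subtracting the streptavidin-only scavenger bead signal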
Target sequence (Q99759 whole entry, looked up): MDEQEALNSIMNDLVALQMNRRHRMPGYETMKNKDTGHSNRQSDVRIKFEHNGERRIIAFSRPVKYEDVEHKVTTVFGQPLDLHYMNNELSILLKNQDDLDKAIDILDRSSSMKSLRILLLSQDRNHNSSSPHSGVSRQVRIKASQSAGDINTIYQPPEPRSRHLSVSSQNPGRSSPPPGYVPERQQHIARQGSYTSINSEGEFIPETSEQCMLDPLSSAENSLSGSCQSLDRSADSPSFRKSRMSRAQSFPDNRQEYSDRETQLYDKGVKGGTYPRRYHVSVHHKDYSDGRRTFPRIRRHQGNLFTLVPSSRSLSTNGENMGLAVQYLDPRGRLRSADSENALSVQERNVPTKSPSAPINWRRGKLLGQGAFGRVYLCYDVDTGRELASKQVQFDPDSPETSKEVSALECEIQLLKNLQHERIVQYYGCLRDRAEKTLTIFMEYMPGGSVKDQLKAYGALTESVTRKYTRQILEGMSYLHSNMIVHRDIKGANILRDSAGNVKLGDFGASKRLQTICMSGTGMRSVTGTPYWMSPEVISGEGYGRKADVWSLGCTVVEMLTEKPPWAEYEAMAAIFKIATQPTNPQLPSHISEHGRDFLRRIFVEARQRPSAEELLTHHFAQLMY
M18AAP inhibitor: PfM18AAP inhibitors, malaria aminopeptidase, primary screen, biochemical, QFRET, recombinant enzyme. actives 1.2% (n = 290,000). inhibition, % at 7.35 µM. AID 1822, 2009. H-Glu-NHMec fluorogenic cleavage. M18 aspartyl aminopeptidase (Plasmodium falciparum 3D7);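 active means inhibition above the campaign mean inhibition over all tested compounds plus 3 SD, cut at about 28% in these data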;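 further: 0% = plate median of test compound wells and 100% = 2 mM ZnCl2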
pCIP destab: p/CIP-EGFP fusion destabilizers, primary screen, fluorescence, F442A cells. Q05BA5. actives 0.01% (n = 290,000). 16 h. AID 1984, 2009. decrease of EGFP signal, % at 10 µM;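 active means EGFP signal decrease of at least 30% at 10 µM or well 3 SD below plate mean, unless failing retest; inactive means the rest, including hits failing retest or dose response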; further: some compounds called inactive have numbers as strong as hits; many of its hits are not listed in these tables
IDE cell inh: human IDE inhibitors in live cells, primary screen, fluorescence polarization, HEK cells, FAbetaB substrate; Insulin-degrading enzyme (Homo sapiens), P14735; FAbetaB cleavage; inhibition, % at 5.59 µM; actives 0.41% (n = 320,000); AID 434962, 2010;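 active means percent inhibition above the average of all tested compounds plus 3 SD, set per screening campaign, cut at about 16% in these data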;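 further: IDE supplied by intact live HEK cells; FP after avidin binding of uncleaved biotin substrate so inhibition keeps polarization high; 0% = DMSO wells and 100% = 60 µM reference IDE inhibitor Ii1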
MEKK2 mut-MEK5: MEK5 binding signal on mutant MEKK2 PB1, primary screen, biochemical, multiplex bead flow cytometry, Alexa488-MEK5; actives 0.35% (n = 290,000); Alexa488-MEK5 binding to MEKK2 mutant; percent response, % at 10 µM; AID 1530, 2009; in the data active means percent response above about 24%, passing the limit was not always enough; further: inactives centre near 1; some results filed as inactive read as strong as hits; reference of the scale not given here
MEKK2wt PB1 HTS: modulators of MEK5 binding to wildtype MEKK2, primary screen, biochemical, multiplex bead flow cytometry, Alexa488-MEK5. binding response (% of control), % at 10 µM. actives 1.1% (n = 290,000). Alexa488-MEK5 binding to MEKK2 WT; actives lie on both sides; in the data active means binding response below about 67% or above about 130%
SUMO HTRF inh: inhibitors of in vitro SUMOylation cascade, primary screen, biochemical, HTRF, uHTS; SUMO-conjugating enzyme UBC9 (Homo sapiens), P63279; HTRF SUMOylation assay, SAE1/SAE2 + UBC9; inhibition, % at 35 µM; actives 0.36% (n = 290,000); in the data active means inhibition above about 50%, passing the limit was not always enough; further: strong numbers were not always called active
Target sequence (P63279 whole entry, looked up): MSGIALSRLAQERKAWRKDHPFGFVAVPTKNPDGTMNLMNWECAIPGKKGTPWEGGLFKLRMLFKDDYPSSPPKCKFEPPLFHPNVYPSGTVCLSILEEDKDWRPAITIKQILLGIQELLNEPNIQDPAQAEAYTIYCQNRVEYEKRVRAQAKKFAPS
IDE act: human IDE activators in live cells, primary screen, fluorescence polarization, HEK cells, FAbeta-B substrate | Insulin-degrading enzyme (Homo sapiens), P14735 | AID 493087, 2011 | FAbeta-B cleavage; 0% vehicle, 100% cell-free pure enzyme wells | activation, % at 5.96 µM | actives 0.073% (n = 340,000);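 active means activation above the mean of all tested compounds plus 3 SD, set per screening campaign, cut at about 17% in these data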
* = called active by the depositor; . = no result given; [ ] = another dose, or the depositor's remark. Not all compounds are listed (hit frequency here may not be typical).

MEKK2wt PB1 HTS	MEKK3 PB1 HTS	SUMO HTRF inh	IDE act	NALP1 inh	pCIP destab	MEKK2 mut-MEK5	IDE cell inh	M18AAP inhibitor	SMILES
109	105	30	-3	24	-19	2	-2	-11	Cc1ccc(C)c(Cn2c(=O)n(-c3ccc(CC(=O)NCc4ccco4)cc3)c(=O)c3sccc32)c1
101	107	4	2	0	-11	1	5	2	COC(=O)c1cccc(NC(=O)CN2C(=O)c3ccccc3C2=O)c1
93	93	4	6	28	-2	-3	6	-12	O=C(Nc1ccc([N+](=O)[O-])cc1)c1nc[nH]c1C(=O)NC1CCCCC1
102	97	10	4	11	-3	2	-5	-6	O=C(c1ccccc1NS(=O)(=O)c1ccccc1)N1CCCCCC1
92	88	32	-3	18	-21	-3	1	4	Fc1ccc(-c2nc3ccccn3c2NCc2ccc3c(c2)OCO3)cc1
136	111	-10	-10	-9	-9	15	3	-1	CCC(CC)C(=O)Nc1ccc(Sc2ccc([N+](=O)[O-])cc2)cc1
100	102	10	5	8	0	0	3	5	CCSc1nnc(NC(=O)CSC2=NN3CCCC(=O)N=C3S2)s1
103	102	-4	-3	-15	-7	9	8	2	N#Cc1ccc(Oc2cnccn2)cc1
104	103	-17	6	1	-16	0	8	4	Cc1cc2ncn(CC(O)COC3CCCCC3)c2cc1C (stereo not drawn)
97	100	-5	8	23*	-4	-4	-7	7	Cc1cc(C)cc(N(C(=O)c2csnn2)C(C(=O)NC(C)(C)C)c2cccnc2)c1 (stereo not drawn)
103	116	-35	5	0	4	-3	0	0	CC1CCCC(C)N1C(=O)c1cccc2c1-c1ccccc1/C2=N/O (stereo not drawn)
100	103	16	3	12	4	7	1	-7	CCCCn1ccnc1C(=O)c1ccc(S(=O)(=O)N2CCCC2)cc1
108	100	-2	2	17	-9	-2	1	-1	Cc1cc(SCC(=O)NN=C2CCN(C(C)C)CC2)c(C)cc1Br
109	106	13	.	-2	2	15	7	10	O=C(O)CC12CC3CC(C1)CC(n1ncc(NCc4ccc5c(c4)OCO5)c(Cl)c1=O)(C3)C2
98	102	32	2	40	1	2	2	16	COc1ccc(NCc2ccccc2[N+](=O)[O-])cc1OC
107	103	15	2	44	-11	0	-4	1	Cn1nc([N+](=O)[O-])c(C(C#N)c2nc3ccccc3n2C)c(Cl)c1=O (stereo not drawn)
83	89	14	-1	.	1	-22	-2	-3	Cc1cccc(NC(=O)c2ccc([N+](=O)[O-])o2)c1
106	104	10	7	3	-17	-3	-1	-18	CCOc1ccc(NC(=O)CCNC(=O)C2CCN(S(=O)(=O)c3ccccc3)CC2)cc1
103	102	12	1	6	-11	1	-2	-1	Nc1nnc(CSc2ccc(Cl)cc2)s1
95	108	-6	-3	26	-24	-1	5	-1	Cc1ccccc1N/C(SCc1ccc(Cl)cc1)=C(/C#N)C(N)=O

Retrieved by structure from the entries so far:
MEKK2wt PB1 HTS	MEKK3 PB1 HTS	SUMO HTRF inh	IDE act	NALP1 inh	pCIP destab	MEKK2 mut-MEK5	IDE cell inh	M18AAP inhibitor	SMILES
100	103	16	3	12	4	7	1	-7	CCCCn1ccnc1C(=O)c1ccc(S(=O)(=O)N2CCCC2)cc1
108	100	-2	2	17	-9	-2	1	-1	Cc1cc(SCC(=O)NN=C2CCN(C(C)C)CC2)c(C)cc1Br
93	93	4	6	28	-2	-3	6	-12	O=C(Nc1ccc([N+](=O)[O-])cc1)c1nc[nH]c1C(=O)NC1CCCCC1
100	102	10	5	8	0	0	3	5	CCSc1nnc(NC(=O)CSC2=NN3CCCC(=O)N=C3S2)s1
95	108	-6	-3	26	-24	-1	5	-1	Cc1ccccc1N/C(SCc1ccc(Cl)cc1)=C(/C#N)C(N)=O

Carrying on:
MEKK2wt PB1 HTS	MEKK3 PB1 HTS	SUMO HTRF inh	IDE act	NALP1 inh	pCIP destab	MEKK2 mut-MEK5	IDE cell inh	M18AAP inhibitor	SMILES
103	103	10	1	10	-3	5	.	78*	O=C(Nc1ccccc1Cl)Nn1cnnc1
111	108	-1	.	25	-7	14	.	-7	Cn1c(=O)oc2cc(S(=O)(=O)N3CCCC(C(=O)N4CCn5c4nc4ccccc45)C3)ccc21 (stereo not drawn)
102	108	39	-136	-2	-133	15	.	7	C1=C(c2ccc(-c3ccccc3)cc2)Nc2ncnn2C1c1ccco1 (stereo not drawn)
105	104	-6	6	2	4	1	5	-12	O=C(CCn1c(=O)sc2ccccc21)Nc1nccs1
102	103	5	3	7	6	9	4	2	Cc1ccc(C2CCN(C(=O)Nc3ccccc3)C2)cc1 (stereo not drawn)
104	101	3	9	20	8	8	-1	0	CCN(CC)C1CCN(C(=O)CCc2nnc(CCc3ccccc3)o2)C1 (stereo not drawn)
91	95	-4	2	-5	4	-10	-1	0	CCn1c(CSc2ncccn2)nnc1SCC(=O)N1CCCCC1
107	104	-2	5	-11	5	1	2	-6	Cc1nn(C)c(C)c1NC(=O)CC12CC3CC(CC(C3)C1)C2
105	100	-2	4	12	0	3	1	10	O=C(NCC1CCCO1)c1cccc(Br)c1 (stereo not drawn)
98	102	2	4	2	-20	-1	-3	0	O=C(Cc1n[nH]c(=O)[nH]c1=O)N/N=C/CCc1ccccc1
99	106	36	-5	16	-9	4	-3	4	CCOC(=O)CC(=O)CSc1nnc2c(n1)[nH]c1ccccc12
97	108	1	-5	32	-11	0	3	1	COc1ccc(CN2C(=O)/C(=C/c3ccncc3)SC2=S)cc1
93	93	-29	0	.	2	5	10	.	COC(=O)[C@@H]1C[C@@]2(O)[C@@H](O)[C@@H](O)[C@@H](O)C[C@H]2N1CC1CCCCC1
95	101	-1	3	-20	10	-5	1	-2	COc1ccc(Cl)cc1S(=O)(=O)NC(C)C(=O)NCc1ccncc1 (stereo not drawn)
101	100	10	2	2	1	4	-1	-7	COc1ccc(-c2cc(C(=O)O)c3ccccc3n2)c(OC)c1
103	102	10	1	17	-4	-1	-1	-17	CC(=O)Nc1cccc(OCC(=O)NC(C)c2ccc3ccccc3c2)c1 (stereo not drawn)
103	102	18	4	17	1	3	-1	-3	CCOC(OCC)c1ccc(/C=C\c2nccc(N)n2)cc1
104	104	6	-6	.	19	0	-3	-6	COc1ccc(CCNC(=O)c2ccncc2)cc1OC
102	101	24	3	6	8	-1	-2	6	Cc1c(Cc2ccccc2)c(=O)oc2c(C)c(OCC(=O)NCC3CCC(C(=O)O)CC3)ccc12 (stereo not drawn)
107	100	5	.	37	-7	9	6	-3	Cc1ccc(CNC(=O)c2sc3ccc(S(=O)(=O)N4CCCCC4)cc3c2N)cc1
102	97	1	-4	2	0	4	6	20	COc1ccccc1-n1cnc2cc(C(=O)NCc3ccco3)ccc21
.	.	-25	4	-6	-12	.	4	22	CC(=O)Nc1ccc(SCC(=O)c2cc(C)n(Cc3cccs3)c2C)cc1
99	102	19	-2	11	0	0	3	14	Cn1c(-c2sc3ccccc3c2Cl)n[nH]c1=S
98	100	12	-1	6	-9	-1	0	-2	Cc1ccc(OCCNC(=O)Cc2ccc(F)cc2)cc1
89	92	10	-3	32	-44	-11	-5	-4	O=C1CSc2ccc(S(=O)(=O)N3CCN(c4ccccc4)CC3)cc2N1
105	79	3	3	13	-28	3	6	-7	COc1ccccc1N(CC(=O)NC1CCCCC1)C(=O)c1csnn1
.	.	-6	5	-18	-15	.	1	11	Cc1ccc(NC(=O)CSC2=C(C#N)C(c3ccco3)C3=C(CCCC3=O)N2)cc1 (stereo not drawn)
94	99	-5	-4	-7	-5	-6	5	6	CC(C)c1ccccc1NC(=S)NCc1ccncc1
100	102	4	0	16	-12	-1	9	-1	CC(C)Oc1cc(C(=O)NC2CCCCC2)c2ccccc2n1
103	103	2	0	11	-3	1	1	6	O=C(COC(=O)Cc1ccccc1[N+](=O)[O-])NCc1ccccc1Cl
103	107	18	0	23	-189	1	2	8	CCOC(=O)C1CCN(C(=O)COC(=O)CCOc2ccc(C)cc2)CC1
118	104	15	2	4	-24	14	2	1	CCN(CC)CCN(C(=O)c1ccc2c(c1)OCCO2)c1nc2cc3c(cc2s1)OCO3
101	102	15	4	44	-7	-1	2	-5	COc1ccccc1NC(=O)C1=C(C)NC2=C(C(=O)CC(c3ccc(OC)c(OC)c3)C2)C1c1coc2ccccc2c1=O (stereo not drawn)
106	104	-2	2	-4	-16	7	-1	-3	CCSc1nc2ccccc2n1Cc1nc(N)nc(N(C)C)n1
94	100	22	5	-7	-14	-7	-2	-5	CC(=O)Nc1ccc(/C=N/N2C(C)CCCC2C)cc1 (stereo not drawn)
102	99	-6	2	-6	1	5	-1	-2	O=C(NC(=S)N1CCN(c2ccccc2)CC1)c1ccccc1
103	106	3	2	14	-20	1	-2	-1	CCOC(=O)c1sc(NC(=O)CSc2nc(C)cc(C)n2)c(C#N)c1C
111	106	-12	0	16	2	9	2	3	COc1ccc(C(=O)CSc2nnc(-c3ccccc3)o2)cc1
96	99	11	.	27	0	-2	12	-3	CC(=O)Nc1ccc(OC(=O)c2cc3cc(Br)cc(Br)c3oc2=O)cc1
99	102	8	5	4	-4	0	1	4	Cc1cccc(C)c1NC(=S)NC(=O)CCc1ccccc1
93	91	-23	3	0	9	-4	3	9	COc1ccc(/C=N/Nc2ncnc3sc4c(c23)CCCC4)cc1O
90	80	-2	-11	10	-9	-7	-5	5	Cc1ccc(NC(=O)Cc2nnc(SCC(=O)c3ccc(Br)cc3)n2C)cc1
92	97	9	-2	24	-4	-7	7	-6	O=C(NCc1cccnc1)C(=O)Nc1ccc2c(c1)OCO2
92	93	1	3	28	-12	-3	-4	0	CC(=O)c1ccccc1OCCOCCOc1ccccc1C(C)=O
108	103	20	2	35	6	0	5	3	Cc1ccsc1C1Nc2ccccc2-c2nc3ccccc3n21 (stereo not drawn)
103	100	16	0	-6	-20	-1	-1	-6	CN(C1CCCC1)C1CCN(C(=O)CNC(=O)/C=C/c2ccc(F)cc2)CC1
97	99	-10	.	18	4	-5	-6	4	COc1ccc(O[C@H]2C=C[C@@H](c3ccccc3)O[C@@H]2COC(=O)CC/C(C)=N/OC[C@@H](O)[C@H]2O[C@@H]3OC(C)(C)O[C@@H]3[C@H]2O)cc1
100	103	10	1	-7	-5	3	-4	5	Cc1cccc(N2C(=O)Cc3ccccc3C2=O)c1
96	95	-7	-4	9	8	-5	4	3	COc1cccc(NC(=O)c2ccc(NC(=O)C3CC(=O)OC34CCCCC4)cc2)c1 (stereo not drawn)
101	103	19	-4	13	-13	3	-1	-4	CC(=O)c1c(O)c(C)c(-c2ccccc2)n(-c2ccccc2)c1=O
127	107	6	3	-3	7	11	2	-8	CN(C)S(=O)(=O)c1ccc(-c2csnn2)s1
104	110	8	7	22	-4	10	3	-5	CSc1nc(C(C)C)ccc1CNC(=O)CC(C)c1ccccc1 (stereo not drawn)
96	97	2	2	23	-3	-3	9	-9	Cc1csc(NC(=O)CSc2nnc(NC(=O)COc3ccc(Cl)cc3)s2)n1
103	105	17	3	4	-7	5	10	0	O=C(c1cc2n(n1)C(C(F)(F)F)CC(c1ccco1)N2)N1CCN(c2ccccn2)CC1 (stereo not drawn)
63	45*[inhibitor]	7	5	21	2	-25	8	-11	COc1cc(Cl)c(C)cc1NC(=O)c1ccc(S(C)(=O)=O)cc1

Source: PubChem (several laboratories)
